High-throughput results: PubChem, National Center for Advancing Translational Sciences (NCATS)
N370S GC mod: qHTS Assay for Inhibitors and Activators of N370S glucocerebrosidase as a Potential Chaperone Treatment of Gaucher Disease. Lysosomal acid glucosylceramidase (Homo sapiens), P04062. N370S GC spleen homogenate, 4MU-glucoside fluorescence. Potency, µM (titrated, usually from 59.4 µM), for the others: top-dose activity change, negative = inhibition, most hits filed as inhibitors. 0.092% of 330,000 active. AID 2101, 2009;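 also: 0% = full enzyme activity and -100% = no enzyme basal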
FEN1 inhibitor: qHTS Assay for the Inhibitors of Human Flap endonuclease 1 (FEN1); P39748; Recombinant FEN1 flap cleavage, fluorescence, 15 min; Potency, µM (titrated, usually from 114 µM), inactives show at the top dose activity change, negative = inhibition, hits mostly inhibitors; 0.35% of 390,000 active; AID 588795, 2011; also: nearly all actives have a fitted effect of over 65% in size
Target sequence (P39748 whole entry, looked up): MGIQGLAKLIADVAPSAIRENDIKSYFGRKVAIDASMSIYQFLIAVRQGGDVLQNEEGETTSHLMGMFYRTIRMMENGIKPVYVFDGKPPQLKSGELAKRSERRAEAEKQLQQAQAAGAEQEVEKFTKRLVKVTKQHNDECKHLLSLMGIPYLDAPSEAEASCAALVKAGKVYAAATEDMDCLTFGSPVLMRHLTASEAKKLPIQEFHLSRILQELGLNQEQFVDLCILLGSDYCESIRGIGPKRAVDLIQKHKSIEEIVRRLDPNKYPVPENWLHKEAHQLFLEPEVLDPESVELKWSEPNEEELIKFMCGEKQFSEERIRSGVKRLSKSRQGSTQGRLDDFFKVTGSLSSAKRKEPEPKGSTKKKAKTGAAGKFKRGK
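FEN1 at 10 nM, compound pretreatment for 15 min (room temperature), 50 nM final substrate to initiate; endpoint reads at 0 and 15 min; DMSO-only plates used as vehicle background.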
TDP1 inh: qHTS Assay for Inhibitors of Tyrosyl-DNA Phosphodiesterase (TDP1) | 0.28% of 350,000 active | Potency, µM (highest dose often 130 µM), for the others: top-dose activity change, negative = inhibition, actives largely listed as inhibitors | AID 485290, 2010 | recombinant TDP1, AlphaScreen DNA substrate cleavage | Tyrosyl-DNA phosphodiesterase 1 (Homo sapiens), Q9NUW8; also: nearly all actives have a fitted effect of over 40% in size
Target sequence (Q9NUW8 whole entry, looked up): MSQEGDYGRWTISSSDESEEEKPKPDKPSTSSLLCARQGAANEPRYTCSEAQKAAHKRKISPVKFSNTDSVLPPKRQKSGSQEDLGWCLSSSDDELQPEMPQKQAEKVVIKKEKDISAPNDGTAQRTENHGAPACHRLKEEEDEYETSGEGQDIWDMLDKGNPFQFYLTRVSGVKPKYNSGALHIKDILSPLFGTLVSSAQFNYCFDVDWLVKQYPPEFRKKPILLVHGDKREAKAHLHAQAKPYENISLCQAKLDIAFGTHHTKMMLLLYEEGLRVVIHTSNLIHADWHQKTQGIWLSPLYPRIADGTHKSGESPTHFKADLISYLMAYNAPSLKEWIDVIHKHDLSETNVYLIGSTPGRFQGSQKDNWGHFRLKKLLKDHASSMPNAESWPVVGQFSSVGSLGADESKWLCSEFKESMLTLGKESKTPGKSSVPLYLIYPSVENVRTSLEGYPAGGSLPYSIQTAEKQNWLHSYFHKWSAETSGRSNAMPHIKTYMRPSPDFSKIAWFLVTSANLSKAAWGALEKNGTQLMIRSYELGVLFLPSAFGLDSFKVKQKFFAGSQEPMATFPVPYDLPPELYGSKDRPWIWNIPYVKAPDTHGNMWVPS
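Recombinant human Tdp1 (E. coli-expressed, 1 nM final) preincubated with compounds 15 min at room temperature, then 5'-biotin/3'-phosphotyrosine-FITC DNA substrate (15 nM final) added for 5 min. AlphaScreen beads (10 ug/ml final) added 10 min; cleavage lowers signal.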
* marks the source's active call; other numbers are inactive results; u = inconclusive; x = not tested or not shown; & = joins results of further samples; [ ] = remark or other dose. Calls follow the shape of the dose curve; as a rule, active = well fitted curve in the direction sought with a large enough effect; inconclusive = small, poorly fitted or top-dose-only effect, or another doubt; inactive = no such curve, though single readings can be large; an effect the other way counts as inactive or inconclusive. Unless noted, % is scaled to controls: 0 for no effect and ±100 for the full control effect; potency is read from the fitted curve at half-maximal effect.

Start of the listing, in advance, two compounds:
SMILES | N370S GC mod | FEN1 inhibitor | TDP1 inh
CC1CCc2nn(CC(=O)NCCCN3CCOCC3)cc2C1 (stereo not given) | 6% | -7% | -3%
O=c1[nH]c2ccc(NS(=O)(=O)c3ccc([N+](=O)[O-])cc3)cc2[nH]1 | -4% | 4% | -3%

Main list (from the top)
SMILES | N370S GC mod | FEN1 inhibitor | TDP1 inh
CC1CCc2nn(CC(=O)NCCCN3CCOCC3)cc2C1 (stereo not given) | 6% | -7% | -3%
O=c1[nH]c2ccc(NS(=O)(=O)c3ccc([N+](=O)[O-])cc3)cc2[nH]1 | -4% | 4% | -3%
O=C(CSc1nnc(COc2ccc(Cl)cc2)o1)N1CCCCC1 | -10% | 1% | x
Cc1ccc(Cl)cc1N1CCN(C(=O)Cc2c(C(=O)O)c(C)cn2C)CC1 | x | 18% | 1%
Cc1cccc(Nc2nc(-c3c(C)nc4ccccn34)cs2)c1 | -3% | 5% | 9%
COC(=O)C1CCN(c2cc(=O)n(Cc3ccc(F)cc3)c(=O)[nH]2)CC1 | u | -2% | 1%
CCN(c1ccccc1)S(=O)(=O)c1ccc(NC(=O)c2nc(S(C)(=O)=O)ncc2Cl)cc1 | -2% | -2%&-7% | 5%&10%
COc1ccc(CCN=C(N)NS(=O)(=O)c2ccc(F)cc2)cc1OC | 0% | -3% | 1%
O=C(CSc1ccc(Cl)cc1)c1ccco1 | 22% | u | -8%
Clc1ccccc1OCCCCN1CCCCC1 | -8% | 18% | 0%
O=C(Nc1nc2ccc(F)cc2s1)c1nc(S(=O)(=O)Cc2ccccc2)ncc1Cl | x | -4% | -2%
CC(C)C1Nc2ccc(C(=O)N3CCN(c4ccccn4)CC3)cc2NC1=O (stereo not given) | -14% | 14% | 0%
CN(C)C(=O)c1ccc(NC(=O)COC(=O)c2cc(S(=O)(=O)N(C)C)ccc2N2CCCC2)cc1 | -15% | -5% | 1%[0.505 µM]
O=C(Cc1cccs1)N(Cc1ccco1)C1(C(=O)NC2CCCC2)CCCCC1 | 4% | -8% | 3%
CCOC(=O)C1CCCN(S(=O)(=O)c2cc3[nH]c(=O)c(=O)[nH]c3cc2C)C1 (stereo not given) | u | -3% | x
O=C(Nc1noc2ccccc12)c1c(F)cccc1F | x | 18% | 4%
CC1CCN(Cc2nnnn2CCCC(=O)NC(c2ccccn2)C(F)(F)F)CC1 (stereo not given) | -6% | 10% | 4%
C=C(C)Cn1c(NCCOC)nc2c1c(=O)[nH]c(=O)n2C | 13% | 8% | 6%
O=C(CCc1ccccc1)Nc1ncc([N+](=O)[O-])s1 | -9% | 3% | 5%
COc1cc2c(cc1OC)CN(C(=O)CSc1n[nH]c(N)n1)CC2 | 3% | -3% | 5%
CC(C)Cc1nn2cc(-c3cccc(Br)c3)nc2s1 | x | -21% | -9%
S=C(NCc1ccco1)NCc1ccccc1Cl | -9% | 0% | 5%
CCOc1ccc(S(=O)(=O)N(C)CC(=O)NC2CC2)cc1 | -5% | -5% | 1%
Cc1[nH]n(-c2ccccc2)c(=O)c1C=Nc1cccc(F)c1 | 3% | -3% | 4%
CC(C)CCNC(=O)c1ccc2c(c1)NC(=O)C(C(C)C)N2 (stereo not given) | x | -12% | 0%
O=C(/C=C/c1ccc([N+](=O)[O-])cc1)NNC(=O)C1CC1 | -2% | 5% | 3%
COc1cc(NS(=O)(=O)c2ccc(N)cc2)nc(OC)n1 | 13% | 10% | 12%
CN(Cc1cccnc1)Cc1c(C(=O)N2CCc3ccccc3C2)nc2ccc(Cl)cn12 | -12% | -1% | x
COc1cccc(CN(CC2CCCO2)C(=O)c2cc3ccccc3oc2=O)c1 (stereo not given) | 1% | 38%[activator] | 3%
CC(C)C[C@@H](CC(=O)N[C@@H](CCCN)CC(=O)N[C@@H]1CCCC[C@H]1C(=O)N[C@H](CC(=O)N[C@@H](CCC(=O)O)CC(=O)O)Cc1c[nH]c2ccccc12)NC(=O)[C@@H]1CNCC[C@H]1N | 3% | x | 1%
CCOc1ccc(NC(=O)CN(C)C(=O)c2cc(-c3cccs3)nn2-c2ccccc2)cc1OCC | -16% | -1% | x
CC(C)CC(NS(=O)(=O)c1ccc2c(c1)oc(=O)n2C)C(=O)N1CC=C(c2ccccc2)CC1 (stereo not given) | -10% | 14% | 0%
COc1ccc(NC2CCCN(C(=O)c3csc(C(C)C)n3)C2)cc1OC (stereo not given) | 1% | 1% | 5%[56.1 µM]
CN(C)c1ccc(-c2noc(C3CCN(C(=O)Nc4ccc(Cl)cc4)CC3)n2)cc1 | -9% | -18% | 6%
Cc1ccc(/C=N/NC(=O)CNC(=O)COc2ccccc2)o1 | -6% | 2% | 3%
CN(Cc1ccccc1)C(=O)CN1CCN(S(=O)(=O)c2ccc(Cl)c(Cl)c2)CC1 | x | -18% | 2%
CC(C)(C)NCC(=O)N/N=C/c1ccc(OCc2ccccc2)cc1 | -11% | 0% | -1%
O=C(NC1CCCCC1)N1CCCC(c2nc(-c3ccc(S(=O)(=O)N4CCCC4)cc3)no2)C1 (stereo not given) | 4% | 0% | 2%
Cc1cccc(N2C(=O)CS/C2=N\NC(=O)c2ccc(Cl)cc2)c1C | 2% | 9% | 5%
Cc1noc(C)c1CSc1nc2ccccc2n1C | -15% | 12% | 5%
O=C(c1oc2ccccc2c1CSCc1ccccc1)N1CCN(c2ncccn2)CC1 | 10% | -14% | 2%
CCc1nc(C)cc(N)c1OCc1ccccc1 | -1% | -3% | 5%
CCN(CC)S(=O)(=O)c1cccc(-c2n[nH]c(=S)n2/N=C/c2ccc(Br)cc2)c1 | 2% | -3% | 3%
C[C@H](CO)N1C[C@H](C)[C@@H](CN(C)S(=O)(=O)c2cccs2)Oc2c(NC(=O)CCC(F)(F)F)cccc2C1=O | x | 7% | 1%
Cc1cc(C)cc(NCC(=O)Nc2c(C)cccc2C)c1 | -11% | 3% | 5%
CC(/C=C/c1ccccc1)=N\NC(=S)NC(C)C | 9% | -13% | 2%
CC(C)=NNc1nc(-c2ccccc2)c(C)s1 | 1% | 9% | 6%
CCNc1nc(SCC(=O)Nc2ccc(Cl)c(Cl)c2)nc(N2CCOCC2)n1 | 25% | -23% | 7%
COc1ccc(OC)c(N2C(=O)CC(C(C)c3ccccc3)C2=O)c1 (stereo not given) | -1% | 6% | 0%
O=C(Nc1cccc(S(=O)(=O)N2CCOCC2)c1)[C@@H]1CCCN1S(=O)(=O)c1ccc(Cl)cc1 | 4% | 19% | -6%
CCn1cc(C(=O)Nc2ccc(C)c([N+](=O)[O-])c2)cn1 | -9% | -6% | 3%
CC(OC(=O)C1CSC2(C)CCC(=O)N12)C(=O)Nc1ccc(F)cc1 (stereo not given) | x | -5% | 1%
CC(Sc1nc2ccccc2s1)C(=O)NCc1ccc2c(c1)OCO2 (stereo not given) | -6% | -15% | 0%
N#C/C(=C\c1cn(CCOc2ccccc2)c2ccccc12)C(=O)NCc1ccco1 | 6% | 1% | 0%
COc1ccccc1OCC(=O)Nc1nc2c(s1)CCCC2 | u | 19% | 4%
O=C(CN1CCCC1)Nc1ccc(-c2nc3cc(NC(=O)CN4CCCC4)ccc3o2)cc1 | 2% | 0% | -10%
CCOC(=O)c1sc(NC(=O)C2CC(=O)N(c3ccc(OCC)cc3)C2)nc1C (stereo not given) | -7% | -1% | x
CS(=O)(=O)c1ccccc1C(=O)Nc1ccc(S(=O)(=O)N2CCCC2)cc1 | x | 13% | 0%
COc1ccc(OCc2cc(=O)[nH]c3ccccc23)cc1 | 1% | 3% | x
CNc1nc2c3ccccc3n(C(C)=O)c2s1 | 3% | -14% | 0%

Part of the list above in order of heavy-atom count, smallest number first.
SMILES | N370S GC mod | FEN1 inhibitor | TDP1 inh
CNc1nc2c3ccccc3n(C(C)=O)c2s1 | 3% | -14% | 0%
Clc1ccccc1OCCCCN1CCCCC1 | -8% | 18% | 0%
CCn1cc(C(=O)Nc2ccc(C)c([N+](=O)[O-])c2)cn1 | -9% | -6% | 3%
C=C(C)Cn1c(NCCOC)nc2c1c(=O)[nH]c(=O)n2C | 13% | 8% | 6%
Cc1[nH]n(-c2ccccc2)c(=O)c1C=Nc1cccc(F)c1 | 3% | -3% | 4%
Cc1ccc(/C=N/NC(=O)CNC(=O)COc2ccccc2)o1 | -6% | 2% | 3%
COc1cc2c(cc1OC)CN(C(=O)CSc1n[nH]c(N)n1)CC2 | 3% | -3% | 5%
CC(C)(C)NCC(=O)N/N=C/c1ccc(OCc2ccccc2)cc1 | -11% | 0% | -1%
COC(=O)C1CCN(c2cc(=O)n(Cc3ccc(F)cc3)c(=O)[nH]2)CC1 | u | -2% | 1%
CCOC(=O)C1CCCN(S(=O)(=O)c2cc3[nH]c(=O)c(=O)[nH]c3cc2C)C1 (stereo not given) | u | -3% | x
CCNc1nc(SCC(=O)Nc2ccc(Cl)c(Cl)c2)nc(N2CCOCC2)n1 | 25% | -23% | 7%
N#C/C(=C\c1cn(CCOc2ccccc2)c2ccccc12)C(=O)NCc1ccco1 | 6% | 1% | 0%
O=C(CN1CCCC1)Nc1ccc(-c2nc3cc(NC(=O)CN4CCCC4)ccc3o2)cc1 | 2% | 0% | -10%
CC(C)CC(NS(=O)(=O)c1ccc2c(c1)oc(=O)n2C)C(=O)N1CC=C(c2ccccc2)CC1 (stereo not given) | -10% | 14% | 0%
C[C@H](CO)N1C[C@H](C)[C@@H](CN(C)S(=O)(=O)c2cccs2)Oc2c(NC(=O)CCC(F)(F)F)cccc2C1=O | x | 7% | 1%
CC(C)C[C@@H](CC(=O)N[C@@H](CCCN)CC(=O)N[C@@H]1CCCC[C@H]1C(=O)N[C@H](CC(=O)N[C@@H](CCC(=O)O)CC(=O)O)Cc1c[nH]c2ccccc12)NC(=O)[C@@H]1CNCC[C@H]1N | 3% | x | 1%

The main list resumes with the 2 entries that preceded the break.
SMILES | N370S GC mod | FEN1 inhibitor | TDP1 inh
COc1ccc(OCc2cc(=O)[nH]c3ccccc23)cc1 | 1% | 3% | x
CNc1nc2c3ccccc3n(C(C)=O)c2s1 | 3% | -14% | 0%
CCn1c(SCC(=O)NCc2ccco2)nnc1C1CCCC1 | 0% | -11% | 8%
Cc1cccc2c1-c1sc(C(=O)Nc3cccnc3)cc1CO2 | u | 18% | 1%
O=C(NCCc1csc2nc(-c3ccc(F)cc3)nn12)c1cccc(C(F)(F)F)c1 | x | -11% | -3%
COc1cccc(-c2noc(CCCC(=O)NC3CCCC3)n2)c1 | 0% | 0% | 1%
CCOc1cc(C(=O)N2CCCN(C)CC2)cc(OCC)c1OCC | -1% | -3% | x
CC(C)CC1Nc2ccc(C(=O)NCCCOC(C)C)cc2NC1=O (stereo not given) | x | -7% | -1%
COc1ccccc1N1CCN(C(=O)Nc2ccc([N+](=O)[O-])cc2)CC1 | 0% | 1% | 4%
O=C(Nc1cccnc1)c1ccccc1-c1ccccc1 | -12% | 25% | 5%
CC(=O)Nc1cc(-c2ccc(Cl)cc2)nn1-c1ccccc1 | 2% | -5% | 5%
Cc1ccc(-n2c(C)cc(C(=O)CN3CCOCC3)c2C)cc1 | -8% | -3% | 3%
CC1(c2ccc(Cl)cc2Cl)NC(=O)N(CC(=O)N2CCN(C(=O)c3ccco3)CC2)C1=O (stereo not given) | x | 9% | 0%
COc1ccc(C(=O)N2CCCCC2)cc1S(=O)(=O)Nc1cccc(C(=O)O)c1 | -15% | 9% | 5%
CCOC(=O)C1CCCN(C(=O)CCCOc2cc(=O)n(C)c3ccccc23)C1 (stereo not given) | 3% | -10% | -2%
Cc1cc(=O)c(C(=O)Nc2cccc(N3CCCC3=O)c2)nn1-c1ccccc1Cl | x | 0% | 3%
Nc1cc(N)nc(SCC(=O)N2CCCCC2)n1 | 3% | 1% | -7%
O=C(Nc1ccccc1)/C(=C/c1ccccc1)NC(=O)c1ccco1 | 2% | -7% | -1%
O=C(NNC(=O)c1cccc([N+](=O)[O-])c1)c1ccncc1 | -21% | -1% | 2%
N#C/C(=C(/O)CN1CCOCC1)c1nc(-c2ccccc2)cs1 | 1% | 4% | 2%
CSC1=Nc2sc3c(c2C2=NCCN12)CCCC3 | -3% | x | -2%
N#Cc1cc2c(nc1SCc1nc3ccccc3[nH]1)CCC2 | 11% | x | 10%
